# Screens as filed in PubChem BioAssay.
# ERAP1 inh: blocks human ERAP1 aminopeptidase activity | Q9NZ08 | inhibition, % at 10.7 µM | 0.15% of 340,000 active | AID 652197 | recombinant ERAP1, Leu-AMC fluorescence, 60 min;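 active = mean replicate inhibition of at least 30%, or all replicates individually reaching that 30% level; inactive = mean below 30% and not every replicate reaching it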;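 note: 0% = neutral control wells and 100% = L-leucinethiol positive control wells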
# Target sequence (Q9NZ08 whole entry, looked up): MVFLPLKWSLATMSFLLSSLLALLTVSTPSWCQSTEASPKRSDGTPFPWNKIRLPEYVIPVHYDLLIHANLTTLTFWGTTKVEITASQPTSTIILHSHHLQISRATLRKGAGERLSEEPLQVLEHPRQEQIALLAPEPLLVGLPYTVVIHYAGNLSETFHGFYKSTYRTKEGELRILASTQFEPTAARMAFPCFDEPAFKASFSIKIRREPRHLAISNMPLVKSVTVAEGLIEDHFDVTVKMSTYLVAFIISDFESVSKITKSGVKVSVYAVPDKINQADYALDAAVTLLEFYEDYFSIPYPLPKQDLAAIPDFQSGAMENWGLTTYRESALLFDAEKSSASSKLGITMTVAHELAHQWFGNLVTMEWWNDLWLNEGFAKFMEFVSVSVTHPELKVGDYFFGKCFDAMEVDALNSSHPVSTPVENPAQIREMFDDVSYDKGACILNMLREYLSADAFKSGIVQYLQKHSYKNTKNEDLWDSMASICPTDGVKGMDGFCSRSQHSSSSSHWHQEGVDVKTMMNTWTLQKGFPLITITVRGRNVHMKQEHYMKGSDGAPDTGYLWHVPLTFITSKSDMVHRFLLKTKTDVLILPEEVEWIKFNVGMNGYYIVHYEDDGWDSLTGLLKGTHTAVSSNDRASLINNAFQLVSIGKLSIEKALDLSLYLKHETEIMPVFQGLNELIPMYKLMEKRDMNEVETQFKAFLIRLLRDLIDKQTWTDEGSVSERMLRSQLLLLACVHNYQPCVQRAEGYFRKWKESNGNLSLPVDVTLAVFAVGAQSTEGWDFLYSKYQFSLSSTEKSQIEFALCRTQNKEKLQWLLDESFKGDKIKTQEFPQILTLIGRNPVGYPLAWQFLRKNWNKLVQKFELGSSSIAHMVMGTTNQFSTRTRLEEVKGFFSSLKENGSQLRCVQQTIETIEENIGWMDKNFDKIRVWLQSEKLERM
# PAX8 reporter: inhibitors of PAX8 transcriptional activity in RMG-I cells; RMG-I TPO-luciferase reporter, SteadyGlo, 24 h; inhibition, % at 12.6 µM; 1.2% of 360,000 active; AID 652154;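 active = mean replicate inhibition at least 60% with every replicate also reaching 60%; inconclusive = only one of the two criteria is met; inactive = mean below 60% and not all replicates reaching 60%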;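 note: luciferase light reporting Pax8 driven TPO promoter activity; plate controls were median of neutral control wells for no effect and mitoxantrone controls for full effect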
# PglD DTNB: PglD (C. jejuni) enzyme inhibition | 0.098% of 360,000 active | purified PglD enzyme, DTNB colorimetric CoA detection | inhibition, % at 12.5 µM; in the data active = inhibition above about 16%, passing the limit was not always enough; inconclusive = no clear call, values can overlap the other calls; note: strong numbers were not always called active
# LGR2 inh: Drosophila LGR2 receptor signaling inhibition | HEK293 LGR2, CRE-luciferase, bursicon-stimulated, 4 h | inhibition, % at 9.99 µM | 0.35% of 380,000 active | AID 720647;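 active = drop in luminescence signal, shown as inhibition above about 50% in the replicate tests, limit read from the data, passing the limit was not always enough; inconclusive = probably only some replicates passing the limit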;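 note: agonist challenge used bursicon conditioned medium at about half maximal strength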
# EWS-Fli inh: EWS/Fli transcriptional activity inhibition. A673 NR0B1-luciferase reporter, viability-normalised. inhibition, % at 12.6 µM. 0.67% of 350,000 active;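 active = mean inhibition of at least 50% after viability correction, with every replicate also passing that limit; inconclusive = mean reaches 50% but only one of two replicates passes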;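 note: firefly luciferase signal divided by Alamar Blue viability fluorescence both relative to DMSO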
# PGC1a acetyl inh: modulators of PGC1a acetylation; U2OS PGC1a acetylation, AlphaScreen anti-acetyl-lysine; with virally co-expressed GCN5 acetyltransferase; inhibition, % at 15.6 µM; AID 651687; 0.17% of 350,000 active;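 active = every replicate shows inhibition of at least 40%; inconclusive = mean inhibition at least 40% but some replicate below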;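 note: 0% = neutral control wells and 100% = positive control wells; some results beyond the cut were filed as inactive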
# FN deposit inh: fibronectin deposition inhibition. AH1F fibroblasts, Alexa488-fibronectin deposition fluorescence, overnight. inhibition, % at 12.6 µM. 0.086% of 350,000 active;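 active = mean inhibition across replicates of 30% or more, regardless of how many single replicates reach that level; inconclusive = mean under 30% yet at least half of replicates reach 30%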;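 note: positive control wells lacked labelled fibronectin entirely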
#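 Material – AH1F fibroblast monolayer, labelled fibronectin deposition · Reagent – labelled fibronectin 24 nM · Timing – 1 h adhesion, overnight exposure · Measured by – fluorescence at 485 nm excitation, 525 nm emission · Read-out – inhibition of fibronectin deposition signal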
# S100A4 MyoIIA: S100A4-myosin IIA interaction inhibition; 0.14% of 360,000 active; S100A4/TAMRA-MyoIIA peptide fluorescence polarization; inhibition, % at 10.7 µM; P26447; AID 652163;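 active = mean inhibition of at least 70% across replicates, with every replicate also reaching that level; inconclusive = mean inhibition reaches 70% but some replicates fall short; inactive = mean inhibition below 70%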
# Target sequence (P26447 whole entry, looked up): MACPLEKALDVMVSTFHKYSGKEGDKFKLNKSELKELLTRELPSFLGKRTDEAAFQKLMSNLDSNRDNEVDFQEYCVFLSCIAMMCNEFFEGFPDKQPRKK
#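 Compound dosing: one dose per compound; test system: human S100A4 monomer with TAMRA-labelled myosin IIA peptide; probe or stimulus: TAMRA-labelled myosin IIA heavy-chain peptide probe, 5 nM; medium: HEPES buffer with Ca2+, pH 7.2; schedule: 5 min incubation before reading; benchmarks: neutral control DMSO, positive control TFP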
# * = called active by the depositor; ? = inconclusive; . = no result given.
# Order of values: ERAP1 inh	PAX8 reporter	PglD DTNB	LGR2 inh	EWS-Fli inh	PGC1a acetyl inh	FN deposit inh	S100A4 MyoIIA
- CCOc1ccc(CC(=O)NCc2ccc3c(c2)cc(C)n3C)cc1
    4	11	6	-2	1	-4	-9	61
- CC(=O)NC(Cc1ccccc1)C(=O)OCC(=O)c1ccccc1 (centres undefined)
    .	-16	-3	20	.	.	-5	-4
- Cc1noc(C)c1NC(=O)N(C)C[C@@H]1OCCCC[C@@H](C)Oc2ccc(NS(=O)(=O)c3ccccc3)cc2C(=O)N([C@H](C)CO)C[C@H]1C
    -2	-12	-4	2	-8	3	-4	-8
- O=C(Nc1nc2ccc([N+](=O)[O-])cc2s1)c1ccco1
    1	-161	.	.	-6	.	-5	-2
- C=C1CCN([C@@H](Cc2ccccc2)C(=O)Nc2ccc(OC)cc2)S(=O)(=O)c2ccccc21
    0	9	1	13	-1	-8	1	21
- CC(C)CCC(O)(CCC(C)C)C(=O)NNc1ccccc1
    .	-2	-4	-12	.	-6	3	.
- CN1C(=O)c2cc(NC(=O)c3cccs3)ccc2OC[C@H]2O[C@H](CC(=O)NCC3CC3)CC[C@@H]21
    .	8	-1	9	-4	5	-2	.
- Cc1ccccc1-c1ccc(/C=C2/SC(N3CCOCC3)=NC2=O)o1
    9	0	-7	-8	3	-9	7	1
- COCCN1C(=O)CC(NNC(=O)c2ccc(S(=O)(=O)N3CCCC3)cc2)C1=O (centres undefined)
    -1	11	.	0	8	-8	2	-5
- COc1ccc(C(=O)N/C(=C\c2cn(C)c3ccccc23)C(=O)N2CCOCC2)cc1
    -2	15	6	0	12	1	5	-1
- CCN1CCN(C(=O)Nc2ccc(Cc3ccc(NC(=O)N4CCN(CC)CC4)cc3)cc2)CC1
    1	.	0	-5	-7	-26	.	-4
- C[C@@H]1CCCCO[C@H](CN(C)C(=O)Nc2cccc3ccccc23)[C@H](C)CN([C@@H](C)CO)C(=O)c2cc(NS(=O)(=O)c3cn(C)cn3)ccc2O1
    .	2	1	-37	-5	1	.	.
- CC(=O)Nc1cccc(-n2nnc(SCC(=O)Nc3ccccc3)n2)c1
    .	2	-3	.	-4	-2	0	0
- COc1ccc(C)cc1/C=C/C(=O)N1CCN(S(=O)(=O)c2cccs2)CC1
    -1	16	4	-11	0	.	.	-2
- COc1ccccc1/C=C/C=N/n1c(-c2ccc(Cl)cc2)n[nH]c1=S
    0	-12	-3	16	1	3	-3	2

# Record cards (already shown).
# Results for CCOc1ccc(CC(=O)NCc2ccc3c(c2)cc(C)n3C)cc1 → ERAP1 inh = 4; PAX8 reporter = 11; PglD DTNB = 6; LGR2 inh = -2; EWS-Fli inh = 1; PGC1a acetyl inh = -4; FN deposit inh = -9; S100A4 MyoIIA = 61
# Results for Cc1noc(C)c1NC(=O)N(C)C[C@@H]1OCCCC[C@@H](C)Oc2ccc(NS(=O)(=O)c3ccccc3)cc2C(=O)N([C@H](C)CO)C[C@H]1C → ERAP1 inh = -2; PAX8 reporter = -12; PglD DTNB = -4; LGR2 inh = 2; EWS-Fli inh = -8; PGC1a acetyl inh = 3; FN deposit inh = -4; S100A4 MyoIIA = -8

# Continued:
# Order of values: ERAP1 inh	PAX8 reporter	PglD DTNB	LGR2 inh	EWS-Fli inh	PGC1a acetyl inh	FN deposit inh	S100A4 MyoIIA
- Cc1ccc2nc(SCc3nnc(-c4ccccc4[N+](=O)[O-])o3)c(C#N)cc2c1
    0	.	13	-16	2	-2	.	2
- CCn1c(N2CCN(C(=S)Nc3ccc(OC)cc3)CC2)nc2ccccc21
    1	11	-7	1	-5	.	3	-10
- COCC(C)N1CCC(n2nccc2NC(=O)c2ccccc2Cl)CC1 (centres undefined)
    -2	.	-5	-7	3	-3	5	-7
- C=CCC[C@H](Cc1ccc(F)cc1)C(=O)OC[C@H](Cc1c[nH]c2ccccc12)NC(=O)[C@@H](CC=C)CC(=O)NCCO
    6	-1	-3	.	3	9	-4	-3
- C[C@H]1CN([C@@H](C)CO)C(=O)c2cccc(NC(=O)C3CCCCC3)c2O[C@H]1CN(C)S(=O)(=O)c1ccc(F)cc1
    -1	.	-4	-6	5	1	.	3
- Cc1ccc(-c2ccc([C@H]3[C@H]4C=CC[C@@H](C)[C@@H]4C(=O)N3Cc3ccccc3)c(F)c2)cc1
    1	2	-7	14	22	.	5	-6
- CO[C@@H]1CN(C)C(=O)c2ccc(NC(=O)C3CC3)cc2OC[C@H](C)N(C(=O)CN(C)C)C[C@@H]1C
    0	14	4	13	-7	-15	2	6
- O=C(N=C1SC2CS(=O)(=O)CC2N1c1ccc(Cl)cc1Cl)C1CCCO1 (centres undefined)
    -1	-3	1	6	1	-8	-6	0
- COc1ccc(C(N)c2csc(NC(=O)Nc3cccc(C(F)(F)F)c3)n2)cc1 (centres undefined)
    -4	4	1	13	20	-29	15	-3
- Cc1noc(C)c1NC(=O)N(C)C[C@H]1Oc2c(NC(=O)C3CCOCC3)cccc2C(=O)N([C@@H](C)CO)C[C@H]1C
    -2	.	0	-10	-2	-5	-1	-1
- CCNC(=O)[C@H]1[C@H](CO)[C@H]2Cn3c(ccc(C4=CCCCC4)c3=O)[C@H]2N1C(=O)CC1CC1
    1	-3	2	4	5	.	.	22
- Cc1ccc(CN2CCN(/N=C/c3ccc(C(F)(F)F)cc3)CC2)c(C)c1
    -3	17	4	0	6	7	13	10
- CO[C@@H]1CN(C)C(=O)c2ccc(NS(C)(=O)=O)cc2OC[C@H](C)N(C(=O)NC(C)C)C[C@H]1C
    2	-15	-3	-15	0	12	0	16
- CN1c2ccc(-c3ccccc3)cc2[C@H]2[C@H](CCN2C(=O)CC2CC2)[C@@H]1CO
    2	-4	0	3	11	-3	-6	7
- S=c1[nH]ncn1/N=C/c1cccc(Oc2ccccc2)c1
    .	-22	-3	.	.	8	-4	.
- COc1cccc(/C=C2\SC(=S)N(C(C(=O)O)c3ccccc3)C2=O)c1OC (centres undefined)
    -5	9	2	-4	-9	0	-3	4
- O=C(Oc1c(-c2ccccc2)c(=O)n2c3c(cccc13)CC2)c1ccc(Cl)cc1
    .	-7	.	-1	7	-2	4	2
- Cn1c(=O)c2ccccc2n(CC(=O)NC2CCCCC2)c1=O
    1	-4	2	13	-1	7	10	-5
- CCn1c(SCC(=O)Nc2cccc(C)n2)nnc1-c1ccco1
    .	-1	-3	.	.	2	-3	.
- C=CCn1c2ccccc2c2n[nH]c(=S)nc21
    -1	1	6	-4	13	-8	-3	0
- CO[C@H]1CC[C@H]2CCOc3ccc(C#N)cc3C(=O)N(C)C[C@@H](C)C(=O)N(C)C[C@H]1O2
    -2	1	4	-6	-3	.	6	0
- COc1ccc(-c2csc(N(CCCN(C)C)C(=O)c3ccc(Br)cc3)n2)cc1
    -1	19	4	24	9	-52	7	14
- COc1cccc(-c2ccc3c(c2)[C@H]2[C@H](CCN2C(=O)C2CC2)[C@H](CO)N3)c1
    4	.	.	-17	-1	-11	-1	3
- Cc1ccc(C(=O)N2CCN(S(=O)(=O)c3cc(Br)ccc3Br)CC2)o1
    -3	1	5	-1	0	.	1	-4
- O=C(COC(=O)c1nc(Cl)ccc1Cl)Nc1ccc(Cl)cn1
    -1	4	3	12	3	-2	9	0
- CCCNC(=O)C[C@H]1CC[C@H]2[C@@H](COC[C@@H](O)CN2C(=O)c2cc(Cl)cc(Cl)c2)O1
    -2	-4	-3	-5	0	-3	2	-4
- CC(C)OCCCN(CC(O)c1ccccc1)CC(O)c1ccccc1 (centres undefined)
    1	10	.	5	-8	.	-3	3
- COc1cc(C)ccc1OCC(=O)Nc1ccccc1N1CCOCC1
    -1	11	5	3	-6	.	3	0
- COc1cccc(S(=O)(=O)Nc2ccc3c(c2)C(=O)N(C)[C@H]2CC[C@H](CC(=O)Nc4ccc(C(C)C)cc4)O[C@@H]2CO3)c1
    2	66*	6	-17	11	7	12	-13
- O=S(=O)(Nc1ccc(S(=O)(=O)N2CCCC2)cc1)c1ccc(F)cc1
    0	-11	-5	-1	7	.	8	-1
- COc1ccccc1C(=O)Nc1ccc(Br)c2cccnc12
    -1	0	4	-8	-9	2	-2	-7
- O=C(c1ccc(Cl)s1)N1CCCC(N2CCN(c3ccc(F)cc3)CC2)C1 (centres undefined)
    -3	1	-1	-6	.	.	0	-3
- CC(C)NC(=O)C1(C)CN(S(C)(=O)=O)CC(=O)N1Cc1ccc2c(c1)OCO2 (centres undefined)
    -2	-1	.	-10	-6	.	5	1
- O=S1(=O)CCN(OCc2ccc(F)cc2Cl)CC1
    0	6	.	-15	-8	7	1	-6
- Cn1c(CNC(=O)CNC(=O)Cc2ccc(Cl)cc2)cc(=O)n(C)c1=O
    -3	14	-8	-4	.	-7	-10	-7
- COc1ccc(CC(=O)NCC2CCCN(Cc3ccccc3Cl)C2)cc1 (centres undefined)
    -1	11	3	10	4	2	2	-4
- C=CCNc1nc(Nc2ccc(OC)c(OC)c2)c2sc(-c3ccccc3)cc2n1
    -1	.	-6	31	56*	-19	8	3
- CO[C@@H]1CN(C)C(=O)c2cc(NC(=O)NC3CCCC3)ccc2OC[C@H](C)NC[C@@H]1C
    5	.	.	-26	.	-2	-18	4
- COC(=O)C1=C(C(=O)OC)[C@@H]2Nc3ccccc3[C@@]23C[C@@H](C(=O)OC)N(C(=O)NC2CCCCC2)C3=N1
    1	1	.	.	3	.	4	2
- COc1ccc2cc(C(N)=O)/c(=N\NC(=O)c3ccccc3)oc2c1
    -3	10	-5	?	71*	1	2	0
- Cn1cc(CN2CCC(C(=O)Nc3cccc(-c4cccc(F)c4)c3)CC2)cn1
    1	10	-3	-5	.	-5	.	18
- CCOC(=O)C1(CC2CC2)CCN(Cc2cn[nH]c2-c2cccc(F)c2)CC1
    -2	11	.	.	3	.	-4	6
- CCN1CCN(CC(=O)c2cc(Cl)ccc2Cl)CC1
    3	-9	.	-13	12	.	-11	2
- CCN(CC)Cc1cc(Nc2c3ccccc3nc3c4ccccc4n(C)c23)cc(CN(CC)CC)c1O
    -23	16	.	14	-3	-7	5	7
- O=C(Nc1cc(F)ccc1F)N1CC(=O)N2[C@H](CO)[C@@H](c3ccc(C#CC4CCCC4)cc3)[C@@H]2C1
    1	-3	.	28	0	.	-10	7
- CCN(CC(=O)Nc1ccc2c(c1)OCCO2)Cc1cc(=O)oc2c(C)c(C)ccc12
    -1	.	0	8	0	.	.	-4
- CC1(C)c2ccccc2N(CC(N)=O)C12C=Cc1ccccc1O2 (centres undefined)
    4	21	-2	7	-3	-1	2	-65
- CCc1nn(CC(=O)N2CCCCCC2)c(=O)c2cc3ccccc3n12
    0	-2	2	-7	-2	.	3	-3
- COC(=O)CSc1nnc(-c2ccc(S(=O)(=O)N3CCC(C)CC3)cc2)o1
    .	1	0	.	.	10	0	.
- C[C@H](CO)N1C[C@H](C)[C@H](CN(C)Cc2ccncc2)Oc2ncc(C#Cc3cccc(F)c3)cc2C1=O
    -3	.	-4	5	-8	-8	7	0
- O=C(Cc1ccncc1)N1CC[C@@H]2[C@H]1c1cc(Br)ccc1N[C@@H]2CO
    .	-13	-6	-1	-7	3	-2	.
- CC(C)COP(=O)(c1ccc(N(C)C)cc1)C(O)c1ccc(Br)cc1 (centres undefined)
    0	-4	.	10	5	.	-5	-1
- O=C(/C=C/Sc1ncn[nH]1)c1ccc(Cl)cc1
    1	.	3	37	67*	-109	.	3
- CC(=O)N1CCN(C(=O)COC(=O)/C=C/c2ccc(C(F)(F)F)cc2)CC1
    1	12	7	-2	5	2	3	0
